Pf growth 96h = Primary qHTS for delayed death inhibitors of the malarial parasite plastid, 96 hour incubation; AID 504834, 2011; Potency, µM (series often up to 28.7 µM), inactives show at the highest dose activity change, negative = inhibition, usual class: inhibitors; hit rate 6.9% among 320,000; P. falciparum luciferase reporter growth, 96 h; further: potency means the concentration at half of the fitted maximal effect; on the % scale 0 is the no-effect control and ±100 the full control effect
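Two parasite generations (96 h, 37 C, 5% CO2) of compound exposure in infected erythrocytes (0.05% parasitemia, 2% hematocrit). Luciferase-reporter P. falciparum; decreased luminescence indicates inhibited growth, aimed at apicoplast-acting delayed death.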
Sm TGR block = qHTS Assay for the Inhibitors of Schistosoma Mansoni Peroxiredoxins; Schistosoma mansoni thioredoxin glutathione reductase (TGR), Q962Y6; purified TGR, DTNB reduction, TNB absorbance 405 nm; Potency, µM (titrated, usually from 114 µM), without a hit: at the top dose activity change, negative = inhibition, usual class: inhibitors; hit rate 3% among 360,000; further: potency means the concentration at half of the fitted maximal effect; on the % scale 0 is the no-effect control and ±100 the full control effect; nearly all actives have a fitted effect of over 60% in size
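First, TGR (20 nM dispensed) and NADPH were mixed with compound. Second, a 15 min room-temperature incubation followed. Third, further NADPH and then DTNB were added to start the reaction. Finally, TNB absorbance was monitored kinetically.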
CHX counter = Cycloheximide Counterscreen for Small Molecule Inhibitors of Shiga Toxin. max response, %. hit rate 12% among 300,000. cell reporter, cycloheximide protein synthesis inhibition counterscreen; in the data active means max response mostly above about 13%, no sharp cut-off; inactive means mostly below about 14%; further: read at 38.3 µM for the half of the compounds with a filed dose; 0% is about no effect
Giardia FBPA inh = qHTS Assay for Inhibitors of Fructose-1,6-bisphosphate Aldolase from Giardia Lamblia; Potency, µM (doses to about 59.6 µM), inactives show at the highest dose activity, negative = inhibition, most hits filed as inhibitors; A8B2U2; purified Giardia FBPA; hit rate 0.71% among 290,000; further: potency means the concentration at half of the fitted maximal effect; on the % scale 0 is the no-effect control and ±100 the full control effect; nearly all actives have a fitted effect of over 55% in size
Target sequence (A8B2U2 whole entry, looked up): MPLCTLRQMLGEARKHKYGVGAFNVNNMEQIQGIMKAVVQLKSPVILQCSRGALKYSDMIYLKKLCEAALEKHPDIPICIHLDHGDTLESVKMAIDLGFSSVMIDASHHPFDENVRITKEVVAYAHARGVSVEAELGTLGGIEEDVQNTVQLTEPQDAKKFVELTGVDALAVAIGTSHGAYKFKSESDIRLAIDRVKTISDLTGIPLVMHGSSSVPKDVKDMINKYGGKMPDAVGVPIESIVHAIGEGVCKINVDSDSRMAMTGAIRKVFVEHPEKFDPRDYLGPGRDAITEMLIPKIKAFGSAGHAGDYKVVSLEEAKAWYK
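Giardia FBPA (40 nM reagent) was preincubated 10 min at RT with compound (up to 57.5 uM final), then substrate plus GAPDH/TPI/NAD/arsenate coupling system with diaphorase/resazurin was added; resorufin fluorescence (525/598 nm) was read after 20 min.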
Pf growth 48h = Primary qHTS for delayed death inhibitors of the malarial parasite plastid, 48 hour incubation. P. falciparum luciferase growth in erythrocytes, 48 h. hit rate 5.9% among 310,000. Potency, µM (doses to about 28.7 µM), without a hit: at the highest dose activity change, negative = inhibition, actives largely listed as inhibitors; further: potency means the concentration at half of the fitted maximal effect; on the % scale 0 is the no-effect control and ±100 the full control effect
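Read-out is firefly luciferase luminescence from an integrated reporter in P. falciparum, so falling signal marks reduced parasite growth. Infected erythrocytes were at 2% hematocrit and 0.1% parasitemia (final) in Albumax-supplemented RPMI 1640.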
Shiga inhibitor = A qHTS for Small Molecule Inhibitors of Shiga Toxin | Vero cells, Shiga toxin protein synthesis inhibition reporter | hit rate 9.2% among 290,000 | inhibition, % at 38.7 µM; in the data active means inhibition mostly above about 28%, no sharp cut-off; inactive means mostly below about 43%; further: 0% is about no effect
Active calls of the source: *; ? = inconclusive; · = no result given; & = joins results of further samples; [ ] = dose if it differs, or a comment. Unless noted, the call rests on the fitted dose curve; in most records, active means well fitted curve in the direction sought with a large enough effect; inconclusive means small, poorly fitted or top-dose-only effect, or another doubt; inactive means no such curve, though single readings can be large; an effect the other way counts as inactive or inconclusive.

SMILES	Pf growth 96h	Sm TGR block	CHX counter	Giardia FBPA inh	Pf growth 48h	Shiga inhibitor
CCOC(=O)N1CCN(S(=O)(=O)c2cccc3nsnc23)CC1	?	-2%	-2	8%	5%	1
Cc1ccc(C(=O)NC(=S)NNC(=O)c2ccccc2)cc1	?	-28%	9	17%	22%	7
COc1ccc(S(=O)(=O)N2CCC(C(=O)Nc3ccc(S(=O)(=O)N4CCCC4)cc3)CC2)cc1OC	4.7µM*	3%	·	·	?	·
COc1cc(S(=O)(=O)NC2CCCCC2)c(C)cc1C	58%[activator]	2%	1	0%	-8%	10
COc1ccc(-c2[nH]ncc2CN(Cc2nccn2C)C(C)C)cc1F	-17%	0%	0	0%	-22%	-5
COc1ccc(CCn2c(N3CCN(Cc4ccccc4)CC3)nc3c2c(=O)[nH]c(=O)n3C)cc1	?	-5%	-1	1%	?	6
C#Cc1ccc([C@@H]2C=C(C(=O)NC3CC3)O[C@H](OCCCCO)C2)cc1	?	6%	1	-2%	?	-3
O=C1NC2(CCCCCC2)C(=O)N1Cc1ccc(Br)cc1	25%	8%	-1	·	4%	-10
COc1ccc(N2CCN(C(=O)Cc3cccs3)CC2)cc1	·	-3%	-3	3%	11%	-20
Cc1cc(=O)[nH]c(NN=C(CC(C)C)CC(C)C)n1	·	-4%	6	-18%	34%[activator]	1
Cc1ccc(NC(=O)C(=O)NCCN2CCN(C(=S)Nc3ccccc3)CC2)cc1	?	3%	0	4%	-1%	-7
Cn1c(N)c(C(=O)COC(=O)c2ccnc3ccccc23)c(=O)n(C)c1=O	19%	4%	1	1%&0%	36%[activator]	-12
CCCCn1c(SCC(=O)NC(C)CC)nc2ccc(N3CCOCC3)cc2c1=O (configuration not stated)	?	?	2	?	?	21
O=C(Nc1nc(COc2ccccc2)cs1)c1ccccc1F	73%[activator]	4%	24	-3%	42%[activator]	14*
C=CCn1nc2ccccc2c1OC	68%[activator]	?	·	·	9%	·
CS(=O)(=O)N1CCc2cc(C(=O)Nc3ccccc3)ccc21	4%	-23%	-2	0%	-18%	4
O=C(CC(Cc1ccccc1)C(=O)O)Nc1ccc(Cl)c(Cl)c1 (configuration not stated)	?	0%	-2	5%	19%	27
CCOc1ccc(NC(=O)C2CCCN(S(=O)(=O)c3c(C)n[nH]c3C)C2)cc1 (configuration not stated)	?	12%	0	11%	-25%	-3
Cc1cccc2c1=NC(=O)/C(=C/c1c(O)[nH]c(=O)[nH]c1=O)C=2	?	35µM*	-1	0%	15%	-12
O=C(Nc1nccs1)c1cc(S(=O)(=O)N2CCOCC2)c(Cl)cc1Cl	0%	-28%	-4	0%	-2%	-29
O=C(Nc1ccccc1N1CCOCC1)c1ccccc1NS(=O)(=O)c1ccc(F)cc1	·	5%	-5	10%	-16%	-5
CCOC(=O)C1CCCN(C(=O)c2sc3nc(-c4ccc(OC)cc4)cn3c2C)C1 (configuration not stated)	-16%	3%	-2	-8%	13µM*	13
CC(=O)Nc1cccc(C(=O)OCC(=O)NC2CCCCCCC2)c1	59%[activator]	-11%	·	·	224%[activator]	·
COc1ccc(-c2noc(N3CCC(C(=O)N(C)c4ccccc4)CC3)n2)cc1	1%	10%	8.2*	8%	?	13
Cc1ccccc1C1=NCC(=S)Nc2ccc(Cl)cc21	?	-2%	-1	15%	?	6
O=C(CN(Cc1ccccc1Cl)C(=O)c1csnn1)NC1CCCC1	-12%	3%	-9	·	4%	19
COc1ccc(C(=O)COC(=O)CCN2C(=O)C3C4CC(C(Br)C4Br)C3C2=O)cc1 (configuration not stated)	?	-2%	-3	6%	-1%	-11
CCOc1nc(NC2CCCCC2)nc(NC(C)(C)C)n1	-3%	-10%	-3	8%	?	-3
O=C(O)COc1ccc2oc3ccccc3c2c1	5%	·	-3	15%	-5%	-4
O=C(c1cccc(F)c1)N1CCN(C(=O)c2cc3nc(-c4ccco4)cc(C(F)(F)F)n3n2)CC1	7%	-35%	-4	1%	?	1
CC(=O)c1ccc(N2CCN(C(=O)C3(S(=O)(=O)c4ccc(Cl)cc4)CC3)CC2)cc1	0%	4%	22	2%	?	46
CCCCc1c(O)nc(SCC(=O)c2ccccc2)[nH]c1=O	-16%	-7%	-2	2%	-11%	21
COc1cc(/C=C2\SC(N3CCCCC3)=NC2=O)cc(OC)c1OC	11%	0%	4	12%	?	13
CCOCCn1c(=NC(=O)CSCC(=O)N2CCOCC2)sc2cc(OC)ccc21	?	2%	-1	·	-29%	-9
CN(NC1OC(=O)c2ccccc21)c1ncc(Cl)cc1C(F)(F)F (configuration not stated)	4%	6%	-1	19%	-5%	3
N#Cc1cnn2cc(CCN3CCOCC3)c(-c3ccc(F)cc3)nc12	?	4%	6	1%	32%[activator]	-7
CC(=O)c1ccc(S(=O)(=O)N2CCC(c3nc4ccccc4[nH]3)CC2)cc1	38%[activator]	-10%	-4	-3%	-8%	-7
O=P(CCN1CCCCC1)(c1ccccc1)c1ccccc1	1%	0%	-2	-1%	·	-17
CC(=O)C1=C(C)N(CC2CC2)C(=O)N[C@H]1c1ccc(Br)cc1	9%	-3%	-3	3%&-3%	-20%	7
COC(=O)c1cc(C)sc1NC(=O)CC1Nc2ccccc2NC1=O (configuration not stated)	?	-28%	23*	-29%	?	46
O=C(Nc1cccc2ccccc12)c1cccc([N+](=O)[O-])c1	-24%	19%	2	1%	9%	-9
COc1ccc(C[C@H]2CN3C(=NC[C@H]3Cc3ccccc3)N2CCNC(=O)CCC2CCCCC2)cc1	4.7µM*	-10%	-2	3%	?	-6
CCN(CC)CCCN(Cc1cc2cc(OC)c(OC)cc2[nH]c1=O)C(=O)Nc1ccccc1	·	-12%	25	1%	?	10
Cc1cccc(Cn2c(N(C)Cc3ccccc3)nc3c2c(=O)[nH]c(=O)n3C)c1	13µM*	0%	-4	18%	12µM*	-3
Cc1ccc(N=Nc2ccc3ccccc3c2O)cc1	122%[activator]	-1%	44*	-20%	94%[activator]	·
COc1ccccc1CN(C)S(=O)(=O)c1cccs1	3%	9%	6	-1%	10%	69*
CCCn1nc(C(=O)NC2CC2)c2ccccc2c1=O	-5%	-9%	·	·	-2%	·
Cc1sc(-c2ccccn2)nc1OC(=O)c1cccc(Cl)c1Cl	0%	-2%	-1	-5%	26%	-5
CN(C)C(=O)c1ccc(NC(=O)CSc2nc3ccccc3[nH]2)cc1	12%	5%	6	2%	-6%	5
CCO[C@H]1OC(C(=O)N2CCN(C)CC2)=C[C@@H](c2csc3ccccc23)[C@@H]1CCCO	?	-3%	-1	-3%	?	-7
COc1ccccc1C/C(N)=N/OC(=O)COc1cccc(C)c1C	?	1%	15	-2%	-1%	2
Cc1ccc(-n2c(=O)cc(NCc3cccnc3)[nH]c2=O)cc1	1.9µM*	15%	-1	-1%	4%	12
CCOc1ccc(S(=O)(=O)N(CC)CC(=O)NCc2cccnc2)cc1C	-18%	1%	-1	1%	18%	-5
C[C@@H](C(=O)Nc1ccc2ccccc2c1)[C@H]1C[C@]1(C)[C@H](N)c1ccccc1	·	·	0	-7%	·	0
COc1ccc(Cl)cc1NC(=O)CSc1nnc(-c2ccco2)o1	-5%	-8%	14	·	20%	-31
COc1cccc(/C=C2\SC(N)=NC2=O)c1OS(=O)(=O)c1ccccc1	44%[activator]	2%	-8	0%	-11%	9
CCc1ccc(CN(C)C(=O)c2cc(COc3cccc(C(F)(F)F)c3)on2)nc1	?	-1%	14	3%	?	39
FC(F)(F)c1nnc2c(Sc3ccccn3)nc3ccccc3n12	3%	25µM*	23*	6%	9.3µM*	111*
O=c1[nH]c(/C=C/c2cccc3ccccc23)nc2ccccc12	17%	·	27	-3%	?	46
Cc1cccc(N(CC(=O)N2CCCC2)S(=O)(=O)c2ccccc2)c1C	14%	-2%	9	9%	?	-19

Among those listed so far, four have a thiophene ring, fused or not.
SMILES	Pf growth 96h	Sm TGR block	CHX counter	Giardia FBPA inh	Pf growth 48h	Shiga inhibitor
COc1ccc(N2CCN(C(=O)Cc3cccs3)CC2)cc1	·	-3%	-3	3%	11%	-20
COC(=O)c1cc(C)sc1NC(=O)CC1Nc2ccccc2NC1=O (configuration not stated)	?	-28%	23*	-29%	?	46
COc1ccccc1CN(C)S(=O)(=O)c1cccs1	3%	9%	6	-1%	10%	69*
CCO[C@H]1OC(C(=O)N2CCN(C)CC2)=C[C@@H](c2csc3ccccc23)[C@@H]1CCCO	?	-3%	-1	-3%	?	-7

New compounds follow
SMILES	Pf growth 96h	Sm TGR block	CHX counter	Giardia FBPA inh	Pf growth 48h	Shiga inhibitor
O=C1c2ccccc2C(=O)N1Cc1nc2ccccc2c(=O)n1CCCN1CCOCC1	18%	35µM*	-2	14%	4%	18
Cc1c(Br)c([N+](=O)[O-])nn1C(C)C(=O)N1CCc2ccccc2C1 (configuration not stated)	-3%	-21%	27*	·	202%[activator]	30*
CC(C)(C)NS(=O)(=O)c1ccc(OCC(=O)NCCC2=CCCCC2)cc1	?	15%	-4	1%	·	16
CC(=O)c1ccc(N2CCN(C(=O)CCC(=O)c3cccs3)CC2)cc1	?	3%	-1	1%	-17%	30
O=C(COc1cccc(F)c1)Nc1nc(-c2ccncc2)cs1	?	-15%	·	·	?	·
Cc1cccc(NC(=S)N/N=C/c2cccc(O)c2)c1C	4%	6%	19*	-6%	1%	23
COc1cccc(C(=O)OCc2ccccc2C#N)c1O	-6%	18%[11.4 µM]	21*	-11%	·	36
CC1(c2ccc3ccccc3c2)NC(=O)N(CC(=O)N2CCN(Cc3ccccc3)CC2)C1=O (configuration not stated)	?	7%	·	·	?	·
CC1CCCCN1C(=O)CNCc1ccc(F)cc1 (configuration not stated)	32%[activator]	0%	17	?	35%[activator]	57
Nc1cc(C(=O)N2CCCC2)cc(C(=O)N2CCCC2)c1	·	1%	-2	-9%	13%	-8
O=C(NNC(=O)C1CCN(c2ncccn2)CC1)c1ccccc1	?	-3%	-2	5%	7%	18
CC(C)N1CCC(N2CCN(Cc3ccc4nsnc4c3)CC2CCO)CC1 (configuration not stated)	30%[activator]	-18%	1	0%	12%	-13
O=C(NCc1nnc(SCC(=O)N2CCN(c3ccccc3)CC2)o1)c1ccccc1	20%	-11%	-2	·	12%	-10
C=CCN1C=C2C(=O)C(C)(OC(=O)C3CCCC3)C(=O)C(c3ccccc3)=C2C=C1CCCC(=O)OC (configuration not stated)	?	?	-3	?	?	-5
Clc1ccc(CNc2ccccc2NCc2ccc(Cl)nc2)cn1	38%[activator]	-10%	15	-22%	?	-7
COCCNS(=O)(=O)c1cc(OC)c(C)cc1C	-1%	0%	-1	1%	6%	6
CCC(C)NC(=O)c1ccc(-n2c(=S)[nH]c3ccccc3c2=O)cc1 (configuration not stated)	?	-2%	5	0%	17%	10
COc1cc2[nH]c(C(=O)Nc3ccc(F)cc3)cc2c(OC)c1OC	?	27%	2	1%	?	-2

Part of the list above in order of count of non-hydrogen atoms, highest first.
SMILES	Pf growth 96h	Sm TGR block	CHX counter	Giardia FBPA inh	Pf growth 48h	Shiga inhibitor
CC(C)(C)NS(=O)(=O)c1ccc(OCC(=O)NCCC2=CCCCC2)cc1	?	15%	-4	1%	·	16
CC(=O)c1ccc(N2CCN(C(=O)CCC(=O)c3cccs3)CC2)cc1	?	3%	-1	1%	-17%	30
CCC(C)NC(=O)c1ccc(-n2c(=S)[nH]c3ccccc3c2=O)cc1 (configuration not stated)	?	-2%	5	0%	17%	10
Clc1ccc(CNc2ccccc2NCc2ccc(Cl)nc2)cn1	38%[activator]	-10%	15	-22%	?	-7
Nc1cc(C(=O)N2CCCC2)cc(C(=O)N2CCCC2)c1	·	1%	-2	-9%	13%	-8
